# Screening data (PubChem)
# SKN-1 inh: suppressors of acrylamide-induced Pgst-4::GFP reporter in worms, primary screen, SKN-1 inhibitor project, whole organism, uHTS, GFP/RFP fluorescence ratio, strain VP596. actives 0.49% (n = 360,000). AID 624304, 2012. inhibition, % at 21.8 µM. C. elegans VP596 Pgst-4::GFP/RFP ratio, 24 h;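 active = interference check ratio from 0.5 to 1.5 plus GFP to RFP signal ratio inhibition reaching or exceeding a fixed threshold, cut at about 30% in these data, passing the limit was not always enough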; also: some compounds called inactive have numbers as strong as hits
# Tb MetRS inh: T. brucei MetRS inhibitors, primary screen, biochemical, luminescence; methionyl-tRNA synthetase (Trypanosoma brucei brucei); purified T. brucei MetRS, ATP depletion, Kinase-Glo luminescence; inhibition, % at 11.9 µM; actives 0.4% (n = 360,000); AID 624268, 2012;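 active = inhibition above a per-plate cutoff of the control wells' mean inhibition plus 3 SD, cut at about 5.5% in these data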;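 also: 0% = DMSO wells median and 100% = median of wells with control inhibitor compound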
#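 Material: parasite MetRS enzyme / Replication: singlicate, one well per compound / Signal: luminescence of leftover ATP / Schedule: 2 h aminoacylation at 25 °C after 15 min preincubation / Medium: HEPES-MgCl2-KCl buffer plus DTT, spermine, BSA, pyrophosphatase / Doses: 11.9 µM single point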
# CendR NRP1 mod: modulators of CendR peptide binding to NRP-1, primary screen, biochemical, fluorescence polarization, uHTS; Neuropilin-1 (Homo sapiens), O14786; FAM-RPARPAR peptide binding to NRP-1; inhibition, % at 25 µM; actives 0.85% (n = 360,000); AID 602438, 2012;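 active = inhibition or corrected inhibition above about 18%, plus a signal ratio from 0.5 to 1.5, limit read from the data, passing the limit was not always enough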; also: strong numbers were not always called active
# STEP block: STEP phosphatase inhibitors, primary screen, biochemical, fluorescence intensity, uHTS | Tyrosine-protein phosphatase non-receptor type 5 (Homo sapiens), P54829 | recombinant STEP, OMFP fluorogenic substrate | inhibition, % at 20 µM | actives 0.25% (n = 360,000) | AID 588621, 2011;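 active = inhibition at 20 µM, scaled per plate between control wells, above about 37%, limit read from the data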;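 also: 0% = DMSO with enzyme and substrate and 100% = substrate only without enzyme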
# Target sequence (P54829 whole entry, looked up): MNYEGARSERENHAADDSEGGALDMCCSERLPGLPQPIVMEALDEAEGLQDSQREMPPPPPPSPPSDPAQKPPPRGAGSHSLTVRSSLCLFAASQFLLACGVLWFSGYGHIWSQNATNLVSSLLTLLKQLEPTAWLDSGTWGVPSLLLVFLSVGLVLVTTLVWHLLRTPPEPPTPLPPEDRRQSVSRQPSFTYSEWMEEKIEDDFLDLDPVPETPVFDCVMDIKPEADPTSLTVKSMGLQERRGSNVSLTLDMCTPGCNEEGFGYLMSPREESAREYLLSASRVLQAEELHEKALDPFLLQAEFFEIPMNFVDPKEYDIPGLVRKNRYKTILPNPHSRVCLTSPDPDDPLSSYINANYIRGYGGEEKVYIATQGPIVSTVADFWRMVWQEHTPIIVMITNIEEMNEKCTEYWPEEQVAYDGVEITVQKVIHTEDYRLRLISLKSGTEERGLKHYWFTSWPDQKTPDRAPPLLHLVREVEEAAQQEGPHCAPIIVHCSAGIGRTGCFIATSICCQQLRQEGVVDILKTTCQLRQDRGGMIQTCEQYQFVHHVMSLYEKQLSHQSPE
#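 medium = Bis-Tris buffer pH 6.0, 2.5 mM DTT, 0.005% Tween 20 | test system = STEP (striatal-enriched tyrosine phosphatase) enzyme, cell-free | measure = normalized % inhibition | compound dosing = 20 µM, 1% DMSO | also added = 25 µM OMFP | schedule = reaction 20 min, ambient temperature | measured by = fluorescence read at 480 nm ex / 540 nm em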
# DNMT1 inh: human DNMT1 methyltransferase inhibitors, primary screen, biochemical, molecular beacon, fluorescence, HinP1I cleavage, uHTS. actives 0.83% (n = 360,000). inhibition (reported as % activation of signal), % at 10 µM. DNA (cytosine-5)-methyltransferase 1 (Homo sapiens), P26358. AID 588458, 2011; in the data active = inhibition above about 50%
# Neddyl block: inhibitors of cullin neddylation, primary screen, biochemical, TR-FRET, uHTS, NAE and Ubc12. NEDD8-conjugating enzyme Ubc12 (Homo sapiens) + NEDD8-activating enzyme E1 regulatory …. calls only at 25 µM. actives 0.58% (n = 360,000); in the data active = inhibition above about 36%
# Scp1 inh: Scp-1 phosphatase inhibitors, primary screen, biochemical, colorimetric, uHTS; inhibition, % at 20 µM; actives 0.88% (n = 340,000); Carboxy-terminal domain RNA polymerase II polypeptide A small phosphatase 1 (Homo …; Recombinant Scp1, phosphopeptide, malachite green phosphate absorbance;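 active = inhibition above about 50% at 20 µM, limit read from the data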;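 also: plate controls were DMSO wells with enzyme for no effect and wells lacking enzyme for full effect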
# Target sequence (Q9GZU7 76-261 limits assumed): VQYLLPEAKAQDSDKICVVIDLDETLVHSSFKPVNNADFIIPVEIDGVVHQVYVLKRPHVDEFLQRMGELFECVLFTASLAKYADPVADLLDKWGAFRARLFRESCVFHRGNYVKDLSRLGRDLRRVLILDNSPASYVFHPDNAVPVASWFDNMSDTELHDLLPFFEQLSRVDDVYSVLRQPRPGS
#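 Material: truncated SCP-1 phosphatase (76-261aa) / Buffer or medium: 50 mM Tris acetate pH 5.5, 0.005% Tween-20, 10 mM MgCl2 / Compound dosing: one concentration, 20 µM, with 1.0% DMSO / Incubation: 45 min room-temperature reaction, 5 min colour, 30 min stabiliser / Detection: colorimetric free-phosphate detection, absorbance 630 nm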
# LMPTP block: LMPTP phosphatase inhibitors, primary screen, biochemical, fluorescence intensity, uHTS. Low molecular weight phosphotyrosine protein phosphatase (Homo sapiens), P24666. recombinant LMPTP-A, OMFP fluorogenic substrate. inhibition, % at 20 µM. actives 0.22% (n = 360,000);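 active = compounds that cut the enzyme signal by at least half of the control window in the single-dose screen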;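 also: plate controls were DMSO wells with enzyme plus substrate for no effect and substrate without enzyme for full effect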
# Target sequence (P24666 whole entry, looked up): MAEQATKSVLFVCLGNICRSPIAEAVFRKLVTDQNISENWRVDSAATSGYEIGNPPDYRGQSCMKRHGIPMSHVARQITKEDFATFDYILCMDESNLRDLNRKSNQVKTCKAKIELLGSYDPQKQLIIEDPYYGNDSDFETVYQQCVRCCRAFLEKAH
#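 Test system: LMPTP-A phosphatase enzyme. Amount: LMPTP-A at 0.625 nM final in the reaction. Reagent: OMFP substrate, 400 µM final. Times: 50 min at room temperature. Signal: endpoint fluorescence intensity from OMFP dephosphorylation. Read-out basis: % inhibition. Benchmarks: no-enzyme and uninhibited controls.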
# NadD inh: inhibitors of S. aureus NadD, primary screen, biochemical, colorimetric, uHTS | Nicotinate-nucleotide adenylyltransferase NadD (Staphylococcus aureus N315) | purified NadD enzyme, colorimetric absorbance read-out | inhibition, % at 20 µM | actives 0.78% (n = 360,000); in the data active = inhibition above about 26%; also: some compounds past the cut are filed as inactive
# SUMO1-SIM PPI: modulators of SUMO1 protein-protein interactions, primary screen, biochemical, uHTS; SUMO1 binding to a labelled peptide, TR-FRET, 1 h; inhibition, % at 20 µM; actives 0.33% (n = 360,000); in the data active = inhibition above about 37%
# Target sequence (P63165 whole entry, looked up): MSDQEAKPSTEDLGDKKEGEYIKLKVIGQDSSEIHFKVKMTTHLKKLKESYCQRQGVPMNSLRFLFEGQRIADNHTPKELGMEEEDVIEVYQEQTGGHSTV
# Numbers without * were called inactive; i = inactive; / = not tested or not shown.
1) COc1ccc(-n2c3c(cc(C(=O)Nc4cccc(C)n4)c2=O)C(=O)CC(C)(C)C3)cc1
2) C/C(CC(O)(/C=N/O)c1ccccc1)=N\O (stereo unspecified)
3) Cc1ccc(CNS(=O)(=O)c2ccc3c(c2)NC(=O)C(C)S3)cc1 (stereo unspecified)
4) COc1cc(/C=C/C(=O)/C=C(O)/C=C/c2ccc(O)c(OC)c2)ccc1O
5) COc1cccc(NC(=O)CN(C)C(=O)c2cccc(S(=O)(=O)N3CC4(C)CC3CC(C)(C)C4)c2)c1 (stereo unspecified)
6) COc1ccc(CCNC(=O)COC(=O)Cn2cnc3ccccc3c2=O)cc1
7) Cc1cc(C)cc(NC(=S)N(CCN(C)C)C(C)c2cccnc2)c1 (stereo unspecified)
8) Cc1cc([N+](=O)[O-])nn1Cc1noc(C(=O)NCc2ccc3c(c2)OCO3)n1
Screen / compound no.,1,2,3,4,5,6,7,8
SKN-1 inh,2,21,-4,6,-3,-8,1,12
Tb MetRS inh,-0.7,0.5,0.0,0.3,-0.4,-0.6,-1.5,0.4
CendR NRP1 mod,-22,9,4,143,-8,-2,6,0
STEP block,1,1,0,-21,0,1,0,0
DNMT1 inh,-3,-8,-1,-32,2,0,2,2
Neddyl block,i,i,i,i,i,i,i,i
Scp1 inh,-4,-13,-16,-9,-3,-11,-1,-4
LMPTP block,-0.2,-1.6,-0.7,7.3,2.1,-1.3,-4.5,-0.8
NadD inh,-5,-3,2,25,0,-4,-2,3
SUMO1-SIM PPI,6,1,1,-9,-2,2,-1,-14

9) Cc1cccn2c(=O)c3cc(C(=O)NCC4CCCO4)c(=N)n(Cc4ccc(F)cc4)c3nc12 (stereo unspecified)
10) O=S(=O)(NC1c2cccc3cccc(c23)C1Sc1ncccn1)c1ccccc1 (stereo unspecified)
11) CCN(CC(=O)Nc1ccccc1C(F)(F)F)C(=O)C1CCN(C(=O)Nc2ccccc2)CC1
12) COc1cccc(NC(=O)CSc2nc(C3CC3)nc3ccccc23)c1
13) O=[N+]([O-])c1ccc(Cl)c(S(=O)(=O)Nc2cccc(-c3ccc(N4CCCC4)nn3)c2)c1
14) Cc1ccc(C(=O)NCCN2C3=NC[C@H](C(C)C)N3C[C@H]2Cc2ccc(O)cc2)cc1Br
15) NS(=O)(=O)c1ccc(N=NN2CCCCC2)cc1
16) CC/C(=C\C(=O)c1ccncc1)Nc1ccc(Br)cc1
Screen / compound no.,9,10,11,12,13,14,15,16
SKN-1 inh,-11,4,2,9,9,-4,6,-20
Tb MetRS inh,-0.4,-0.3,0.2,-0.7,-0.5,-0.7,-0.4,-0.3
CendR NRP1 mod,4,-4,-8,-3,-9,3,7,1
STEP block,0,-1,2,0,-2,-1,-3,4
DNMT1 inh,1,-13,4,5,-1,8,1,-1
Neddyl block,/,i,i,i,i,i,i,i
Scp1 inh,-4,-10,-6,-14,13,17,-15,-10
LMPTP block,1.8,1.6,-0.2,0.6,3.5,1.1,0.0,-1.9
NadD inh,-1,-2,-1,-6,63*,-7,-7,-6
SUMO1-SIM PPI,-27,-4,2,-1,-2,0,-7,3

17) CCN1CCN(S(=O)(=O)c2cc(OC)c(Cl)cc2OC)CC1
18) Cc1[nH]c2ccccc2c1SCCNC(=O)c1ccc(S(=O)(=O)N2CCCC2)cc1
19) CCCC(=O)Nc1ccc(C(=O)Nc2ccc([N+](=O)[O-])cc2OC)cc1
20) N#C/C(=C\c1ccccc1)C(=O)OCC(=O)N1CCCC1
21) COc1ccccc1CNC(=O)COC(=O)Cc1ccsc1
22) N=c1n(CC(=O)c2ccc([N+](=O)[O-])cc2)c2ccccc2n1Cc1ccc(Cl)cc1
23) O=C(NC1CC1)C1=C[C@@H](c2coc3ccccc3c2=O)C[C@@H](OCCCCO)O1
24) O=C1OC(c2ccccc2)=N/C1=C\C=C\c1ccccc1[N+](=O)[O-]
Screen / compound no.,17,18,19,20,21,22,23,24
SKN-1 inh,6,8,-4,-8,5,19,6,-5
Tb MetRS inh,-0.4,0.0,-1.4,-0.6,-0.7,-0.2,-0.2,-0.4
CendR NRP1 mod,0,12,1,24*,-6,-123,2,-22
STEP block,1,2,-2,-1,2,-1,0,3
DNMT1 inh,3,-9,1,-1,0,16,-5,-8
Neddyl block,i,i,i,i,i,i,i,i
Scp1 inh,-4,-12,3,-3,1,10,-8,1
LMPTP block,-1.5,0.8,-0.4,0.6,-1.0,4.9,0.8,-1.2
NadD inh,-1,-6,-2,-1,3,5,2,-2
SUMO1-SIM PPI,0,3,-15,-5,-4,-19,3,-19

25) Cc1ccc(C)c(N2CCN(C(=O)Nc3ccc4c(c3)N(C)C(=O)CS4)CC2)c1
26) Cc1ccc(C)c(N2CCN(C(=O)Cn3c(=O)[nH]c4ccsc4c3=O)CC2)c1
27) O=C(O)c1ccccc1C(=O)Nc1ccc(-n2nccc2C(F)(F)F)cc1
28) Cc1cc(C2=NNC(=NC3CC3)SC2)c(C)n1-c1ccccc1
29) COc1ccc(/C=N/N2CCN(C)CC2)cc1O
30) COc1ccc(C(=O)N/N=C/c2ccc(OC)c(CSc3ccccn3)c2)cc1
31) Nc1c2nc(-c3ccccc3Cl)[nH]c(=O)c2nc(=O)n1-c1ccccc1
32) O=C(Nc1cccc(F)c1)C1CC(=O)N(c2ccc(Cl)cc2)C1 (stereo unspecified)
Screen / compound no.,25,26,27,28,29,30,31,32
SKN-1 inh,17,-1,-4,8,-3,9,10,25
Tb MetRS inh,0.0,-0.9,0.4,-0.4,-0.3,-0.4,-0.2,0.0
CendR NRP1 mod,-8,10,-1,-24,-3,-2,-8,5
STEP block,-2,2,5,2,0,2,1,2
DNMT1 inh,-9,1,1,-15,0,-11,-1,-1
Neddyl block,i,i,i,i,i,i,i,i
Scp1 inh,-1,-1,-8,-2,-10,-4,-5,-9
LMPTP block,2.2,3.2,1.2,2.8,-3.5,4.8,-2.1,-0.9
NadD inh,7,0,-3,28,-8,3,-13,2
SUMO1-SIM PPI,-3,1,-3,-5,-6,-6,9,4

# Quoted from the listing.
# NadD inh result of no. 32 is entered as 2
# NadD inh result of no. 31 is entered as -13
# STEP block result of no. 25 is entered as -2

# Additional results:
33) COc1ccc(NC(=O)N(C)C[C@H]2Oc3c(NS(=O)(=O)c4cn(C)cn4)cccc3C(=O)N([C@H](C)CO)C[C@@H]2C)cc1
34) CC1(C)Cc2c(sc3c2C2=NCCN2C=N3)CS1
35) O=C(Nc1nc(-c2ccc(F)c(F)c2)cs1)C1=COCCO1
36) COC(=O)Cn1cnc2c(oc3ccccc32)c1=O
37) Cc1ccc(S(=O)(=O)NC(Cc2ccccc2)C(=O)NN)cc1 (stereo unspecified)
38) CCOC(=O)C1=C(CS(=O)(=O)c2ccc(C)c(C)c2)NC(=O)NC1c1ccc(O)cc1 (stereo unspecified)
39) O=C(CN1CCN(S(=O)(=O)c2ccc(Cl)cc2)CC1)NCC1(N2CCOCC2)CCCCC1
40) CCN(CC)c1ccc(NC(=O)CSc2nnc3nc(C)cc(C)n23)cc1
Screen / compound no.,33,34,35,36,37,38,39,40
SKN-1 inh,-3,21,20,-5,3,3,-11,-4
Tb MetRS inh,0.5,-1.4,-0.2,-0.1,-0.5,0.1,-0.2,-0.4
CendR NRP1 mod,2,0,-3,13,-5,-18,9,-5
STEP block,2,-1,3,0,1,-2,-4,9
DNMT1 inh,3,-2,-7,4,-9,0,0,-1
Neddyl block,i,i,i,i,i,i,i,i
Scp1 inh,-5,-5,-10,-9,-4,-3,-2,-12
LMPTP block,-0.8,-1.3,1.5,-0.9,-2.0,-1.6,-2.4,-1.1
NadD inh,-1,-3,-8,-2,4,6,-2,4
SUMO1-SIM PPI,8,4,0,0,-2,-1,-1,2

41) CCOC(=O)c1cc2c(=O)c3cc(C)ccc3oc2nc1C
42) Nc1nc(NCc2cccs2)nn1-c1ccccc1
43) COc1ccc(C(=O)c2coc3ccc(O)c(CN4CCCC4)c23)cc1
44) N#CC1=C(SCC(=O)Nc2ccccc2)NC(=O)CC1c1ccc(O)cc1 (stereo unspecified)
45) CCCCc1nnc(NC(=O)C2CC(=O)N(c3ccc4c(c3)OCCO4)C2)s1 (stereo unspecified)
46) Cc1nc(N2CCC(C)CC2)c2c(C)c(C(=O)Nc3ccc(C(F)(F)F)cc3)sc2n1
Screen / compound no.,41,42,43,44,45,46
SKN-1 inh,3,0,3,13,-3,8
Tb MetRS inh,0.4,0.3,-0.1,-0.3,-0.1,-0.1
CendR NRP1 mod,-14,-3,8,-9,8,3
STEP block,-2,-1,2,-1,2,2
DNMT1 inh,1,1,3,-3,0,-3
Neddyl block,i,i,i,i,i,i
Scp1 inh,-16,-8,-5,1,-5,10
LMPTP block,-1.2,-2.2,1.4,-0.2,-1.7,0.9
NadD inh,-3,-1,-8,1,1,10
SUMO1-SIM PPI,-118,-2,3,6,1,27

# Profiles, looked up by structure:
# Record of CC/C(=C\C(=O)c1ccncc1)Nc1ccc(Br)cc1 = SKN-1 inh = -20; Tb MetRS inh = -0.3; CendR NRP1 mod = 1; STEP block = 4; DNMT1 inh = -1; Neddyl block = i; Scp1 inh = -10; LMPTP block = -1.9; NadD inh = -6; SUMO1-SIM PPI = 3
# Record of CCN(CC(=O)Nc1ccccc1C(F)(F)F)C(=O)C1CCN(C(=O)Nc2ccccc2)CC1 = SKN-1 inh = 2; Tb MetRS inh = 0.2; CendR NRP1 mod = -8; STEP block = 2; DNMT1 inh = 4; Neddyl block = i; Scp1 inh = -6; LMPTP block = -0.2; NadD inh = -1; SUMO1-SIM PPI = 2
# Record of O=C(Nc1nc(-c2ccc(F)c(F)c2)cs1)C1=COCCO1 = SKN-1 inh = 20; Tb MetRS inh = -0.2; CendR NRP1 mod = -3; STEP block = 3; DNMT1 inh = -7; Neddyl block = i; Scp1 inh = -10; LMPTP block = 1.5; NadD inh = -8; SUMO1-SIM PPI = 0
